# Mcl1 Bid PPI: Mcl-1/Bid binding inhibitors, primary screen, biochemical, TR-FRET, 1536-well. Induced myeloid leukemia cell differentiation protein Mcl-1 (Homo sapiens), Q07820. TR-FRET Mcl-1/Bid-Dy647 peptide binding. inhibition, % at 21.7 µM. 0.97% of 220,000 active. AID 1021, 2008;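 active = compounds that cut the binding signal by more than half at the single screening dose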;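 also: His-tagged Mcl-1 with europium anti-His antibody binding Bid BH3 peptide; 0% = Mcl-1 plus peptide wells and 100% = peptide-only wells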
# Target sequence (Q07820 whole entry, looked up): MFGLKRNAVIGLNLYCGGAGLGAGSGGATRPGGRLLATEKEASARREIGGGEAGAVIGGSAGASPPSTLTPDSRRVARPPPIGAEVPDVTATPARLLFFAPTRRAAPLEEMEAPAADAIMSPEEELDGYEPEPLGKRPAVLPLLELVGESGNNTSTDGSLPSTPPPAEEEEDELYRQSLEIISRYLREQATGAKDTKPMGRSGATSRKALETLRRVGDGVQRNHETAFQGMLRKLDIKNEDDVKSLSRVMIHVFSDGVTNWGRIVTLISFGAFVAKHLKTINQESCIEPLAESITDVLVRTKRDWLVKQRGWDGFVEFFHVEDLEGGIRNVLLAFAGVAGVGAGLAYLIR
# RGS7-Gao: RGS7-Galphao binding modulators, primary screen, biochemical, multiplexed bead flow cytometry. Guanine nucleotide-binding protein G(o) subunit alpha (Homo sapiens), P09471. actives lie on both sides. binding response (% of control), % at 10 µM. 0.35% of 220,000 active; in the data active = binding response below about 49% or above about 150%; inconclusive = no clear call, values can overlap the other calls; inactive = in between;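 also: fluorescent Galphao held in activated GDP-AlF4 state binding bead-coupled RGS7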
# Mcl-1 Bim block: inhibitors of Bim peptide binding to Mcl-1, primary screen, biochemical, bead-based flow cytometry, multiplex. inhibition, % at 10 µM. Induced myeloid leukemia cell differentiation protein Mcl-1 (Homo sapiens), Q07820. 0.1% of 190,000 active. AID 1009, 2008. Bim peptide-Mcl-1 binding;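 also: 0% = no compound tracer wells and 100% = peptide blocker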
# Bim-Bfl-1: inhibitors of Bim binding to Bfl-1, primary screen, biochemical, multiplexed, bead-based flow cytometry. Bcl-2-related protein A1 (Homo sapiens), Q16548. Bim-Bfl-1 binding inhibition. inhibition, % at 10 µM. 0.12% of 190,000 active. AID 1008, 2008;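 also: 0% = wells without compound plus tracer and 100% = blocker peptide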
# Bcl-2 Bim block: inhibitors of Bim-Bcl-2 binding, primary screen, biochemical, multiplexed, human Bcl-2 family. inhibition, % at 10 µM. 0.06% of 190,000 active. Apoptosis regulator Bcl-2 (Homo sapiens), P10415. Bead-based flow cytometry, Bim peptide-Bcl-2 binding; in the data active = inhibition above about 40%; inconclusive = no clear call, values can overlap the other calls;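 also: 0% = no compound wells with probe peptide and 100% = reference peptide inhibitor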
# Target sequence (P10415 whole entry, looked up): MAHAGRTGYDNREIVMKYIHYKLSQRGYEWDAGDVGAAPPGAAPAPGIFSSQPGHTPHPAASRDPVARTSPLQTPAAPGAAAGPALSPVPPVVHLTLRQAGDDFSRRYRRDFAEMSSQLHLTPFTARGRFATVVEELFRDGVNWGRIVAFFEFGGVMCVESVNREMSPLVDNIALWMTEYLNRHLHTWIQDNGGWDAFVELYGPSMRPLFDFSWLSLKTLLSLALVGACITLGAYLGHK
# Bim-Bcl-B: inhibitors of Bim-Bcl-B binding, primary screen, biochemical, multiplexed, human Bcl-2 family | bead-based flow cytometry, Bim peptide-Bcl-B binding | inhibition, % at 10 µM | 0.073% of 190,000 active | AID 951, 2007;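 also: 0% = tracer peptide without compound and 100% = reference inhibitor peptide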
# Bim-Bcl-XL: inhibitors of Bim-Bcl-XL binding, primary screen, biochemical, multiplexed, bead flow cytometry, human Bcl-XL. inhibition, % at 10 µM. Bim peptide-Bcl-XL binding, fluorescence. 0.04% of 190,000 active
# Target sequence (Q07817 whole entry, looked up): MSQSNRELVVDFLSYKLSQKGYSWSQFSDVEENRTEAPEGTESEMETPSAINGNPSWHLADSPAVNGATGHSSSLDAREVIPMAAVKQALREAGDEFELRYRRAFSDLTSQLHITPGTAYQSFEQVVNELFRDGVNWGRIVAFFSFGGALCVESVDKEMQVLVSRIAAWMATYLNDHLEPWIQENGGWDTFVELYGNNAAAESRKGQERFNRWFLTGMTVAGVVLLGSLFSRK
# RGS4-Gao reg: modulators of RGS4 binding to Galphao, primary screen, biochemical, multiplexed bead flow cytometry | Guanine nucleotide-binding protein G(o) subunit alpha (Homo sapiens), P09471 | actives lie on both sides | 0.33% of 220,000 active | binding response (% of control), % at 10 µM | AID 1415, 2008; in the data active = binding response below about 49% or above about 150%; inactive = in between;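 also: fluorescent Galphao activated with aluminum fluoride binding bead-coupled RGS4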
# Bcl-W Bim block: inhibitors of Bim binding to Bcl-W, primary screen, biochemical, multiplexed, bead-based flow cytometry | AID 952, 2007 | Bcl-2-like protein 2 (Homo sapiens), Q92843 | inhibition, % at 10 µM | Bim peptide-Bcl-W binding | 0.02% of 190,000 active;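 also: 0% = bound tracer without compound and 100% = peptide blocker; higher means less fluorescent Bim peptide bound to Bcl-W beads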
# Target sequence (Q92843 whole entry, looked up): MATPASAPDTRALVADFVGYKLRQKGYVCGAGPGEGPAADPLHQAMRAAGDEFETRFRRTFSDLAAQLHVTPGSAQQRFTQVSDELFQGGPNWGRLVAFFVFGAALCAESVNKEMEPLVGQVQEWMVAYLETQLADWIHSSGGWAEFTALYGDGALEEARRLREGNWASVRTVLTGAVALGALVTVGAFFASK
# RGS8-Gao reg: RGS8-Galphao binding modulators, primary screen, biochemical, multiplexed bead flow cytometry. actives lie on both sides. response (percent of control binding), % at 10 µM. 0.34% of 220,000 active; in the data active = response below about 60% or above about 140%; inactive = in between;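 also: Galphao activated as the GDP aluminium fluoride complex binding bead-coupled RGS8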
# GSH fluor: compound fluorescence on glutathione beads, profiling panel, artefact control, biophysical, 488/530 nm, flow cytometry | fluorescence (KMESF) at 10 µM | AID 1776, 2009 | 0.25% of 190,000 active | GSH beads flow cytometry, compound fluorescence 488/530 nm; hits give high values; in the data active = fluorescence above about 89;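 also: glutathione beads carrying GST-tagged Bcl family fusion proteins plus one bare bead set; values are compound well signal with DMSO vehicle wells as background; inactives centre near 16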
# * marks the source's active call; other numbers are inactive results; ? = inconclusive; . = not tested or not shown; & = joins results of further samples. Rule as the data show it, unless noted: active = inhibition above about 40%.
SMILES,Mcl1 Bid PPI,RGS7-Gao,Mcl-1 Bim block,Bim-Bfl-1,Bcl-2 Bim block,Bim-Bcl-B,Bim-Bcl-XL,RGS4-Gao reg,Bcl-W Bim block,RGS8-Gao reg,GSH fluor
COCCCNC(=O)CC1Oc2ccccc2NC1=O (stereo not drawn),-19,109,1,0,0,0,4,115,1,121,18
CCOC(=O)C(NC(C)=O)C(=O)Nc1ccc(C(C)C)cc1 (stereo not drawn),-10,101,0,-5,-1,-1,-1,103,0,103,18
CN(C)Cc1c(-c2ccc(Cl)cc2)nc2ccccn12,-10,?,-2,3,0,0,-2,91,-1,94,19
CCCN1C(=O)c2ccccc2NC1c1cc(OC)c(OC)c(OC)c1 (stereo not drawn),-9,101,-3,-3,-4,-5,-7,103,-3,99,13
CSc1c(SCc2ccccc2)cnn(Cc2ccccc2)c1=O,-23,95,-12,19,-5,-39,-7,98,0,97,11
Cc1cc(C)nc(NS(=O)(=O)c2ccc(NC(=O)c3ccc(S(=O)(=O)N4CC(C)OC(C)C4)cc3)cc2)n1 (stereo not drawn),-16,106,-5,0,-6,-7,-8,106,-8,101,12
CCOC(=O)C1=C(N)N(c2ccc(N3CCCCC3)cc2)C(=O)C1,-83,96,3,-10,-3,-4,0,98,0,99,28
Cc1sc(N)nc1C12CC3CC(CC(C3)C1)C2,-58,102,-3,-4,1,-6,-4,106,-1,105,22
COc1ccc2c(c1)C1(Nc3ccccc3C(=O)N1c1ccccc1)C(=O)N2 (stereo not drawn),-1,98,0,-3,-2,-2,-2,98,-3,98,12
Cc1nn(C)c(C(=O)Nc2ccc(Cl)c([N+](=O)[O-])c2)c1Cl,-35,101,-28,0,-9,-16,-18,104,-19,108,21
COc1ccc(C(=O)O/N=C2\CCCc3nonc32)cc1,-6,99,.,.,?,.,.,101,.,103,30
Cc1ccc(Cn2c(=N)n(CC(O)COc3ccccc3)c3ccccc32)cc1 (stereo not drawn),-6,105,0,0,-2,-5,0,107,-2,108,9
Cc1cc(C)c2oc(C(=O)Nc3nnc(C(C)C)s3)cc(=O)c2c1,1,96,-2,-10,-5,-5,-7,96,-1,98,11
C=CCN(c1cccc(C(F)(F)F)c1)S(=O)(=O)c1cccc(C(=O)OCC(=O)NC)c1,7,102,-10,-1,-4,-3,-8,102,-3,106,20
Cc1ccccc1Oc1nc2ccccn2c(=O)c1/C=C(\C#N)C(=O)Nc1c(C)n(C)n(-c2ccccc2)c1=O,-20,99,-5,-10,-3,-6,-8,95,-4,97,16
O=C(Nc1nc(-c2ccc3c(c2)OCO3)cs1)C1COc2ccccc2O1 (stereo not drawn),-7,95,-4,-8,-7,-10,-11,92,-8,99,14
C#CCNc1cc(-c2ccccc2)nc2ncnn12,3,102,1,-1,-3,-5,-1,100,0,100,13
COc1ccc(C(=O)N2CCC(C(=O)NCc3ccccn3)CC2)cc1,-55,91,-4,-3,-2,-2,-5,91,0,82,11
Cc1ccc(-c2nnc(-c3ccc(NC(=O)c4cccs4)cc3)o2)cc1,27,102,0,0,-2,0,-2,100,-2,99,19
O=S(=O)(/N=C(/c1ccc(Cl)cc1)N1CCOCC1)c1ccc(Cl)cc1,-8,102,0,0,-1,2,-10,101,0,99,40
Cc1ccc(-n2nnc(-c3nccs3)n2)cc1,-6,99,-1,-4,-5,-5,0,100,-1,101,19
Cn1c(C(=O)OC(C(=O)NCc2ccco2)c2ccncc2)cc2sccc21 (stereo not drawn),-14,98,1,0,0,-1,-2,97,-1,100,53
CC(C)(C)c1cnnn1-c1ccc(-c2csc(N)n2)cc1,4,104,-2,-10,-6,-12,-1,104,-1,107,28
Cc1cc(C(=O)NNC(=S)NC(C)c2ccccc2)c2ccccc2n1 (stereo not drawn),-110,105,-2,4,-2,-27,-1,107,0,111,14
O=C1C(=O)N(CCN2CCOCC2)C(c2cccnc2)/C1=C(/O)c1ccccc1 (stereo not drawn),-22,101,-1,0,-2,-3,0,106,9,115,14
COc1ccccc1NC(=S)N(CCc1nc2cc(C)c(C)cc2[nH]1)Cc1cccnc1,-15,97,-6,-12,-10,-24,-6,96,-4,96,34
CCCCc1nnc(NC(=O)CSc2nc(C)cc(=O)[nH]2)s1,-2,98,-4,-15,-4,-13,-8,103,0,103,34
CCOc1ccc(-n2nnnc2SCC(=O)N2CCOCC2)cc1,-9,99,-3,-3,-2,-4,-6,102,-4,104,16
O=C(O)c1ccccc1C(=O)OCc1ccccc1,-1,101,-3,-3,0,-6,-5,100,-2,101,11
Nc1cc(-c2ccc(Br)cc2)nc2cc(-c3ccccc3)nn12,-22,109,0,-3,-3,-1,0,106,-1,105,11
O=[n+]1cc(-c2ccc(Cl)cc2)n([O-])c2c1CCCCC2,-16,107,-4,-16,-6,-7,-7,103,-4,103,17
O=C(/C=C/c1cccc([N+](=O)[O-])c1)Nn1c(-c2ccccc2F)nc2ccccc2c1=O,-11,101,1,-10,-3,-4,-4,95,-3,100,13
c1ccc(Oc2cccc(OCCCCN3CCCC3)c2)cc1,9,135,-7,6,0,-2,-4,135,-2,129,9
Cc1cccc(OCCCC(=O)NC(C)c2ccccc2)c1 (stereo not drawn),10,100,-2,-11,-6,-5,-9,103,2,106,35
O=C(OCCN1CCCCC1)C1(c2ccccc2)CCCC1,-19,100,-3,-7,-3,-5,-5,103,-3,102,11
O=C(NCC1CCCO1)c1cccc(S(=O)(=O)NCc2ccccc2)c1 (stereo not drawn),8,99,-2,0,-1,0,-1,98,-4,100,72
Cc1sc2nc(SCC(=O)Nc3ccc(S(=O)(=O)NCCCC(=O)O)cc3)[nH]c(=O)c2c1C,-7,103,-1,-6,-4,-4,-2,104,-1,102,10
CC(=O)Nc1ccc(S(=O)(=O)N(C)CC(=O)OCC(=O)c2cc(C)n(-c3ccc4c(c3)OCO4)c2C)cc1,-63,96,-6,-9,-3,-8,-17,98,-9,101,21
O=C(N/N=C/c1cccs1)c1ccccn1,-50,106,0,-2,0,-1,-1,104,1,104,25
OC(COc1ccccc1CNCc1cccnc1)CN1CCc2ccccc2C1 (stereo not drawn),-23,98,-2,-3,-5,-6,-1,103,0,100,9
COc1ccc(CNc2nc3c(c(=O)[nH]c(=O)n3C)n2CCCc2ccccc2)cc1,-67,101,2,1,1,0,-1,103,0,96,6
C=CCn1c(P(C)(=O)O)nc2ccccc21,-25&-56,103&95,1&-1,-1&-17,0&-7,0&-7,0&-7,105&98,0&-4,104&101,12&16
CCOC(=O)Cn1cnc(-c2ccc([N+](=O)[O-])cc2)c1,21,91,-2,-14,-4,-10,-8,86,-3,95,15
CCCCNC(=O)CN1C(=O)NC2NC(=O)NC21 (stereo not drawn),-16,97,-3,-2,-1,-1,-1,97,1,98,27
O=C(O)CCSc1nnc(-c2ccccc2)n1-c1ccccc1,-12,112,-9,3,2,-13,-3,106,-2,105,20
CCOC(=O)C1CCCN(C(=O)COc2ccc(S(=O)(=O)N(CC)c3ccccc3)cc2)C1 (stereo not drawn),-10,94,1,-6,0,-5,-3,98,-2,98,7
Cc1ccc(S(=O)(=O)NC(C(=O)N2CCOCCOCCOCCOCC2)c2ccccc2)cc1 (stereo not drawn),-27,98,-8,-6,-3,-3,-2,102,-3,101,13
CC(Sc1nnc2ccccn12)C(=O)N1CCc2ccccc2C1 (stereo not drawn),-15,104,-7,-2,-4,-5,-2,103,-3,99,25
COc1ccc(NC(=O)CS(=O)CC(=O)Nc2cc(Cl)ccc2OC)cc1 (stereo not drawn),-8,101,-1,0,-6,0,0,101,0,101,15
CC(NCC(O)COCc1cccs1)C1CC2CCC1C2 (stereo not drawn),2,96,1,-12,-10,-8,-3,97,0,99,33

# A draw from above in order of number of heavy atoms, low to high:
SMILES,Mcl1 Bid PPI,RGS7-Gao,Mcl-1 Bim block,Bim-Bfl-1,Bcl-2 Bim block,Bim-Bcl-B,Bim-Bcl-XL,RGS4-Gao reg,Bcl-W Bim block,RGS8-Gao reg,GSH fluor
O=C(N/N=C/c1cccs1)c1ccccn1,-50,106,0,-2,0,-1,-1,104,1,104,25
Cc1sc(N)nc1C12CC3CC(CC(C3)C1)C2,-58,102,-3,-4,1,-6,-4,106,-1,105,22
CCCCNC(=O)CN1C(=O)NC2NC(=O)NC21 (stereo not drawn),-16,97,-3,-2,-1,-1,-1,97,1,98,27
C#CCNc1cc(-c2ccccc2)nc2ncnn12,3,102,1,-1,-3,-5,-1,100,0,100,13
CCOC(=O)Cn1cnc(-c2ccc([N+](=O)[O-])cc2)c1,21,91,-2,-14,-4,-10,-8,86,-3,95,15
COc1ccc(C(=O)O/N=C2\CCCc3nonc32)cc1,-6,99,.,.,?,.,.,101,.,103,30
O=C(OCCN1CCCCC1)C1(c2ccccc2)CCCC1,-19,100,-3,-7,-3,-5,-5,103,-3,102,11
Nc1cc(-c2ccc(Br)cc2)nc2cc(-c3ccccc3)nn12,-22,109,0,-3,-3,-1,0,106,-1,105,11
Cc1cc(C)c2oc(C(=O)Nc3nnc(C(C)C)s3)cc(=O)c2c1,1,96,-2,-10,-5,-5,-7,96,-1,98,11
COc1ccc(NC(=O)CS(=O)CC(=O)Nc2cc(Cl)ccc2OC)cc1 (stereo not drawn),-8,101,-1,0,-6,0,0,101,0,101,15
Cn1c(C(=O)OC(C(=O)NCc2ccco2)c2ccncc2)cc2sccc21 (stereo not drawn),-14,98,1,0,0,-1,-2,97,-1,100,53
Cc1ccc(Cn2c(=N)n(CC(O)COc3ccccc3)c3ccccc32)cc1 (stereo not drawn),-6,105,0,0,-2,-5,0,107,-2,108,9
O=C(/C=C/c1cccc([N+](=O)[O-])c1)Nn1c(-c2ccccc2F)nc2ccccc2c1=O,-11,101,1,-10,-3,-4,-4,95,-3,100,13
Cc1sc2nc(SCC(=O)Nc3ccc(S(=O)(=O)NCCCC(=O)O)cc3)[nH]c(=O)c2c1C,-7,103,-1,-6,-4,-4,-2,104,-1,102,10
CC(=O)Nc1ccc(S(=O)(=O)N(C)CC(=O)OCC(=O)c2cc(C)n(-c3ccc4c(c3)OCO4)c2C)cc1,-63,96,-6,-9,-3,-8,-17,98,-9,101,21
